High-throughput results as filed in PubChem BioAssay.
PKA-R2B activ: activators of PKA-R2B holoenzyme, primary screen, biochemical, fluorescence polarization, Cy5-IP20, human. cAMP-dependent protein kinase catalytic subunit beta (Homo sapiens) + cAMP-dependent …. PKA-R2B holoenzyme dissociation; R2B truncated from residue 108, S112A mutant; 0% DMSO only, 100% 113 µM cGMP. activation, % at 11.4 µM. actives 0.079% (n = 340,000);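 active = activation above a cutoff set at the mean over all compounds plus 3 SD, cut at about 18% in these data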;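 also: higher means more holoenzyme dissociation and a rise in polarization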
Target sequence (P31323 whole entry, looked up, other chains not shown, the tested form may be a part): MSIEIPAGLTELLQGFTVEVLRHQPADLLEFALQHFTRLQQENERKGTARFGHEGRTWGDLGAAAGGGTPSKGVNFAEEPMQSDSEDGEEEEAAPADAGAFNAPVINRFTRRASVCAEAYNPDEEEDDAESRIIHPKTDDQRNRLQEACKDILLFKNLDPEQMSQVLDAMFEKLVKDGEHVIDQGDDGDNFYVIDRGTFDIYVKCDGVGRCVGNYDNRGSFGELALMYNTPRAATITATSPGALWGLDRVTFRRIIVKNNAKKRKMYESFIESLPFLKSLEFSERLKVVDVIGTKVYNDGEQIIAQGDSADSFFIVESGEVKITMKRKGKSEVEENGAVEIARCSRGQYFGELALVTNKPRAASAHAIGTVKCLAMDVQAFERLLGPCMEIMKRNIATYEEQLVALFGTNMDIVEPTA
Mot1-301 SUMO: yeast Mot1-301 growth rescue at high temperature, primary screen, SUMOylation pathway inhibitor project, S. cerevisiae, ATP luminescence, 38.5C. actives 1% (n = 320,000). S. cerevisiae Mot1-301 growth rescue; percent above DMSO median, 100 means doubled. AID 2716, 2010. growth rescue, % at 18.8 µM;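 active = every valid replicate shows activation above 250% relative to neutral control wells; inactive = the rest, any valid replicate at or below 250%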;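 also: OY570 slx delta 5 strain wells were the positive control but not used for scaling; some compounds called inactive have numbers as strong as hits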
MOR-DOR ag: agonists of OPRM1-OPRD1 heterodimerization, primary screen, cell-based, luminescence; actives 0.3% (n = 340,000); Mu-type opioid receptor (Homo sapiens) + Delta-type opioid receptor (Homo sapiens), …; activation, % at 9.3 µM; AID 504326, 2011; cells; in the data active = activation above about 18%;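 also: 0% = vehicle-treated cells and 100% = reference agonist; values of inactives mirror those of a sister screen read the other way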
PfHsp90 yeast 2: growth inhibition of PfHsp90-expressing yeast, primary screen, antimalarial PfHsp90 inhibitor project, S. cerevisiae, BacTiter-Glo luminescence, single point, set 2 | BacTiter-Glo ATP, 48 h; yeast lacking PDR1 and PDR3 efflux regulators | inhibition, % at 9.4 µM | actives 0.32% (n = 310,000);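 active = every replicate shows inhibition above about 80%, whatever the replicate mean, limit read from the data; inconclusive = mean inhibition reaches the set limit but some replicate falls short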;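 also: 0% = DMSO neutral controls and 100% = 20 µM radicicol positive controls; yeast relying on Plasmodium falciparum Hsp90 in place of its own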
E coli growth: E. coli V3065 growth inhibition, primary screen, counter-screen for AddAB inhibitor project, absorbance, OD600 | 18 h | inhibition, % at 11.9 µM | actives 0.27% (n = 330,000) | AID 449728, 2010;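 active = inhibition above the campaign's mean inhibition across all tested compounds plus 3 SD, cut at about 9.9% in these data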;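 also: uninfected addAB+ strain grown without phage in ampicillin broth; 0% = DMSO wells and 100% = ciprofloxacin 0.95 µg/ml wells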
AddAB inh: growth inhibition of E. coli expressing H. pylori AddAB, primary screen, AddAB inhibitor project, absorbance; actives 0.29% (n = 330,000); inhibition, % at 11.9 µM; in the data active = inhibition above about 12%;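 also: 0% = vehicle wells of infected cells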
HTR5A inv ctr: HTR5A inverse agonists in luminescence cell assay, primary screen, counter-screen for OPRM1-OPRD1 heterodimer inverse agonist project, full-deck HTS. inhibition, % at 9.3 µM. actives 0.083% (n = 340,000). 5-hydroxytryptamine receptor 5A (Homo sapiens), P47898. HTR5A cell line, inverse agonism; in the data active = inhibition mostly above about 23%, no sharp cut-off; inactive = mostly below about 18%;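 also: 0% = cells with DMSO and 100% = no-cell wells with DMSO; some compounds called inactive have numbers as strong as hits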
Target sequence (P47898 whole entry, looked up): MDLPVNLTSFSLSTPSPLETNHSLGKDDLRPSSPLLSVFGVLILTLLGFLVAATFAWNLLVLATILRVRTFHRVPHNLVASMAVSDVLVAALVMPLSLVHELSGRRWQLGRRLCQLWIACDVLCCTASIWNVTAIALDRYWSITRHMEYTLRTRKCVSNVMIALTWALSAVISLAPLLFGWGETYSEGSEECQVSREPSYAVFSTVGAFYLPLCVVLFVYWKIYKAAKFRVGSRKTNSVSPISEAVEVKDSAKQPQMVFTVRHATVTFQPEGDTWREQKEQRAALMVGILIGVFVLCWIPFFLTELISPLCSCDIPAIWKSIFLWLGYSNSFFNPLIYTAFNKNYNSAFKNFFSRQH
Tat export inh: E. coli Tat export inhibitors, primary screen, MC4100, TorA-mCherry reporter, fluorescence, single point; inhibition, % at 10 µM; actives 0.036% (n = 340,000);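 active = mean replicate inhibition at least 50% and at least half of replicates individually reaching 50%; inconclusive = only one of the two criteria met; inactive = neither criterion met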;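 also: exported cargo escapes ClpAP degradation while cytoplasmic cargo is degraded and loses fluorescence; 0% = median of neutral control wells and 100% = median of NaSCN control wells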
phage Ecoli inh: growth loss of phage-infected E. coli, primary screen, RecBCD inhibitor project, absorbance, with phage, HTS | AID 651602, 2012 | inhibition, % at 11.9 µM | actives 0.26% (n = 360,000); in the data active = inhibition above about 11%
PKA-R1A activ: activators of PKA-R1A holoenzyme, primary screen, biochemical, fluorescence polarization, Cy5-IP20, bovine R1A, mouse PKAc | cAMP-dependent protein kinase type I-alpha regulatory subunit (Bos taurus) + … | PKA-R1A dissociation; scaled: DMSO 0%, 113 µM cGMP 100% | activation, % at 11.4 µM | actives 0.083% (n = 340,000);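 active = percent activation above the mean of all tested compounds plus 3 SD, cut at about 19% in these data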;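 also: higher means more PKAc released from R1A so a rise in polarization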
OPRM1-OPRD1 inv: inverse agonists of MOR-DOR heterodimerization, primary screen, cell-based, luminescence; cell-based MOR-DOR heterodimer luminescence, inverse agonism; inhibition, % at 9.3 µM; actives 0.21% (n = 340,000); Mu-type opioid receptor (Homo sapiens) + Delta-type opioid receptor (Homo sapiens), …; in the data active = inhibition above about 22%, passing the limit was not always enough;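 also: 0% = cells with DMSO and 100% = wells without cells with DMSO; values of inactives mirror those of a sister screen read the other way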
An asterisk follows results filed as active; ? = inconclusive; · = no result given. The order is random; 2.2% or so of the library scored in one or more.

SMILES	PKA-R2B activ	Mot1-301 SUMO	MOR-DOR ag	PfHsp90 yeast 2	E coli growth	AddAB inh	HTR5A inv ctr	Tat export inh	phage Ecoli inh	PKA-R1A activ	OPRM1-OPRD1 inv
Cc1cc(C)c(C(N)=O)c(Nc2ccc3c(c2)OCCO3)n1	7	10	-2.7	3	-0.8	-0.6	8	?	1.0	-11	11
CC(C)=CCC/C(C)=C/C(N)=O	-3	16	-2.4	-2	·	·	-17	-3	-1.8	-13	12
COc1ccc(OC)c(C(C)NC(=O)Nc2ccccc2)c1 (stereo unspecified)	3	62	-2.0	-11	1.1	4.0	6	-2	4.7	13	10
CCN1C[C@@H]2[C@@H]3C(=O)N(C)C(=O)[C@@H]3[C@](Cc3ccccc3)(C1=O)N2C(=O)c1ccc(F)cc1	0	·	-0.4	5	·	·	10	0	6.0	-10	2
O=C1OC/C(=C(/O)c2ccc(Cl)cc2)C1=O	0	-5	-3.2	-30	-0.2	2.2	-1	-3	1.3	-10	16
Cc1ccc(C)c(NC(=O)CSc2nnc(CNC(=O)c3cccs3)o2)c1	-9	-2	-1.7	-21	-1.3	-0.7	7	-7	2.6	-3	11
CCOC(=O)C1CCN(C(=O)C2(NC(=O)NC3CCCCC3)CCCCC2)CC1	-18	-7	-1.8	·	-0.3	-1.1	4	3	-2.8	-12	9
COc1cc(C(=O)N(Cc2cc3cc(C)ccc3[nH]c2=O)CC2CCCO2)cc(OC)c1OC (stereo unspecified)	6	90	-0.9	·	0.5	1.6	-5	-6	2.0	7	5
CCOC(=O)Cn1nc(/C=C/c2ccc(OC)cc2)ccc1=O	1	5	-0.9	·	0.6	2.5	16	-2	3.6	1	4
C/C=C(/C)C(=O)O[C@@H]1c2c(ccc3ccc(=O)oc23)O[C@@H]1C(C)(C)OC(=O)/C(C)=C\C	-24	-4	0.8	30	-3.0	-1.1	3	0	-0.9	1	-3
O=S(=O)(c1ccc(-c2nnc(SCc3ccccc3)o2)cc1)N1CCCC1	0	-5	-0.4	8	-1.3	0.2	4	1	2.2	-3	2
Cc1ccc(C)c(CNS(=O)(=O)c2c(C)[nH]c(C)c2C(=O)N2CCCCC2)c1	1	8	-2.4	-1	-1.7	2.9	-4	-7	0.8	8	12
O=C(CCc1c[nH]c2ccccc12)NC1CC1	-18	8	-1.1	23	-2.0	-0.5	0	-7	2.7	5	6
COc1ccc(C(=O)NNC(=O)C(Cc2ccc(O)cc2)NC(=O)c2ccccc2NC(=O)c2ccc(OC)cc2)cc1 (stereo unspecified)	-17	68	-1.1	6	-1.6	-2.9	6	-10	1.3	-1	6
COCCN(Cc1cc2ccccc2[nH]c1=O)C(=O)c1ccccc1OC	-11	-5	-2.7	-20	-2.7	0.5	-9	-4	2.1	-17	14
CCOC(=O)c1cc2c(s1)-c1ccccc1CC2	-2	2	1.0	-4	1.6	2.8	-24	3	1.6	6	-5
CCc1nnc(NC(=O)CSc2nnc(-c3cc4ccccc4cc3O)n2CC)s1	6	155	-0.6	9	2.2	2.6	-5	6	3.4	-4	3
Cc1ccc(N2C(=O)N(C(C)C)C(C)(C)CC2(C)O)cc1 (stereo unspecified)	-23	33	-1.4	-17	0.9	2.8	-20	-5	1.9	-10	7
Cc1ccc(OCc2nnc(SCc3cc(=O)[nH]c4ccccc34)o2)cc1	-3	28	1.4	29	-1.8	1.6	-11	1	2.5	-8	-8
Cc1ccc(/C=N/N(C)S(=O)(=O)c2ccc(C)cc2)cc1	-9	-7	2.8	32	0.0	1.6	7	2	-0.5	-1	-12
Brc1ccccc1/C=N/Nc1nc2ccccc2o1	-6	-15	3.1	7	2.0	1.0	-16	2	1.3	-5	-26
C[C@@H]1CN(C(=O)c2nc3ccc(Cl)cn3c2CNCC[C@@H]2C[C@@H]3C=C[C@H]2C3)C[C@H](C)O1	0	-7	1.2	2	0.2	1.5	-1	1	3.5	-17	-9
Cc1cc(C)cc(N2C(=O)C=CC2=O)c1	-11	·	-1.9	108*	·	·	-11	8	-0.2	-7	10
CCOC(=O)c1cc(-c2ccccc2)n[nH]1	3	-8	-1.4	-5	0.2	1.1	15	6	4.1	4	7
Cc1nc(NC(=O)/C=C/c2ccco2)sc1C	-13	4	-1.6	7	-2.2	4.3	-4	-8	2.4	-8	8
Cc1csc(NC(=S)NC(=O)c2ccccc2)n1	-11	-11	-2.8	1	2.5	1.8	-23	-14	-0.2	-3	18
Cc1cc(C)cc(-n2ncc3c2CCCC3NC(=O)CN2CCCC2=O)c1 (stereo unspecified)	2	-26	-2.3	8	1.2	4.8	-18	2	2.5	-13	12
COc1cccc(CNC(=O)C2=Cc3cccc(OC)c3OC2)c1	-12	29	-1.7	18	1.7	5.2	5	6	3.8	0	9
Cc1ccc(C(=O)NC2CCN(S(=O)(=O)c3ccc(F)cc3)CC2)cc1	3	0	-2.2	-2	-0.1	0.7	-3	0	2.2	-13	10
CCOC(=O)C1CCN(C(=O)c2cccnc2Oc2ccccc2)CC1	12	199	-1.4	1	3.1	9.2	20	1	3.1	-3	8
CCCCCOCC(O)CCC(=O)NN (stereo unspecified)	-10	287	-1.2	-7	0.5	1.9	10	3	0.0	-7	7
O=C(COc1ccc2ccc(=O)oc2c1)OCc1ccccc1	-3	-8	0.0	28	1.1	5.0	-22	0	2.8	2	0
Cc1nn(-c2ccc(F)cc2)c(Cl)c1/C=C/C(=O)N1CCNC(=O)C1	-1	7	-3.9	-4	-3.1	2.8	-31	1	2.5	7	20
COc1ccc2[nH]c3nc(SCc4nnc(-c5ccc(C)cc5)o4)nnc3c2c1	-5	-7	-1.2	18	-1.0	1.4	17	0	·	9	6
COc1cccc(C(=O)N(C)CC(=O)Nc2ccc(F)c(F)c2F)c1	-8	13	-4.3	-2	·	·	-5	24	-1.0	0	19
CCOC(=O)/C(C#N)=C1/C=CN(C)C(C)=N1	-3	8	1.1	-22	1.7	0.6	-3	-7	1.4	0	-7
Cc1ccc2nc(SCc3nc4ccccc4c(=O)[nH]3)[nH]c2c1	-1	18	-4.7	-24	4.0	3.1	-16	-4	2.5	-6	22
CCCCn1c(SCC(=O)NC2CC2)nc2ccccc2c1=O	-7	-12	-2.4	0	1.8	0.5	2	2	0.1	-6	13
Cn1c(N)c(C(=O)COC(=O)C2(c3cccc(F)c3)CCCC2)c(=O)n(C)c1=O	-4	1	2.7	21	0.2	-2.3	-11	1	0.1	5	-15
Cc1ccc(-c2noc(CSc3nnc(-c4cccs4)n3C)n2)cc1	7	34	-3.3	10	-4.2	0.4	-7	-6	4.1	-10	14

Seven compounds already listed, ordered by length of the SMILES, descending.
SMILES	PKA-R2B activ	Mot1-301 SUMO	MOR-DOR ag	PfHsp90 yeast 2	E coli growth	AddAB inh	HTR5A inv ctr	Tat export inh	phage Ecoli inh	PKA-R1A activ	OPRM1-OPRD1 inv
C[C@@H]1CN(C(=O)c2nc3ccc(Cl)cn3c2CNCC[C@@H]2C[C@@H]3C=C[C@H]2C3)C[C@H](C)O1	0	-7	1.2	2	0.2	1.5	-1	1	3.5	-17	-9
Cc1ccc(C(=O)NC2CCN(S(=O)(=O)c3ccc(F)cc3)CC2)cc1	3	0	-2.2	-2	-0.1	0.7	-3	0	2.2	-13	10
Cc1cc(C)cc(-n2ncc3c2CCCC3NC(=O)CN2CCCC2=O)c1 (stereo unspecified)	2	-26	-2.3	8	1.2	4.8	-18	2	2.5	-13	12
COc1cccc(C(=O)N(C)CC(=O)Nc2ccc(F)c(F)c2F)c1	-8	13	-4.3	-2	·	·	-5	24	-1.0	0	19
Brc1ccccc1/C=N/Nc1nc2ccccc2o1	-6	-15	3.1	7	2.0	1.0	-16	2	1.3	-5	-26
Cc1cc(C)cc(N2C(=O)C=CC2=O)c1	-11	·	-1.9	108*	·	·	-11	8	-0.2	-7	10
CCCCCOCC(O)CCC(=O)NN (stereo unspecified)	-10	287	-1.2	-7	0.5	1.9	10	3	0.0	-7	7

Additional results follow:
SMILES	PKA-R2B activ	Mot1-301 SUMO	MOR-DOR ag	PfHsp90 yeast 2	E coli growth	AddAB inh	HTR5A inv ctr	Tat export inh	phage Ecoli inh	PKA-R1A activ	OPRM1-OPRD1 inv
Cc1cc(C)cc(N/C(N)=N/c2nc(C)cc(C)n2)c1	-9	9	-2.6	-3	-1.1	0.2	-2	-6	1.6	-1	14
COc1ccc(NC(=O)C23CC4CC(C2)CC(c2ccc(C)cc2)(C4)C3)cc1	-2	-1	1.4	-14	0.7	1.7	15	2	2.8	6	-8
CC(/C=C/c1ccco1)=N\NC(=O)c1cc(C)[nH]n1	-2	2	-0.5	·	-2.2	0.4	-3	-8	0.8	7	3
CCOC(=O)C1C(=O)OC2(CCCC2)C1C(=O)OCC (stereo unspecified)	-9	0	-0.3	-7	-1.2	1.0	-7	-3	2.9	-5	2
CCCCn1c(N)c(-c2nc3ccccc3s2)c2c([N+](=O)[O-])nn(CC)c(=O)c21	2	-12	0.1	12	-0.8	1.8	7	2	3.1	2	-1
COC(=O)c1c(C)nsc1NC(=O)Oc1ccccc1	-5	14	-1.5	·	-2.7	-0.7	-38	-8	2.7	-11	8
Cc1ccc2[nH]c(-c3ccccc3)c(CN3CCOCC3)c(=O)c2c1	-4	0	-0.5	14	-1.8	-0.6	-18	6	2.7	2	3
COc1ccc(NC(=O)CCc2nc(-c3ccc(C)cc3)no2)cc1Cl	-5	-7	7.0	16	3.4	3.7	-9	1	1.4	-12	-29
CCNC(=S)N(CCc1c(C)[nH]c2ccc(C)cc12)Cc1cccnc1	-6	13	-4.4	-18	0.7	0.6	-12	-2	0.7	4	20
O=C(O)c1nn(CC(=O)N2CCN(c3ncc(C(F)(F)F)cc3Cl)CC2)c(=O)c2ccccc12	10	16	2.4	-8	-3.0	1.5	-6	-4	1.7	7	-13
FC(F)(F)c1cccc(Cc2noc(CN3CCCCC3c3ccccn3)n2)c1 (stereo unspecified)	-1	-15	-1.1	-141	1.7	-0.4	1	7	2.1	-7	6
